Screening results from PubChem BioAssay.
Epigenetic mod: qHTS Assay for Epigenetic Modulators. mouse C127i GFP locus derepression, cytometry, 30 h. Potency, µM (highest dose often 46.1 µM), for the others: at the highest dose GFP derepression (activation). hit rate 0.09% among 68,000. AID 597, 2007; also: % of control where 0% means no effect
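Murine C127i mammary cells carrying a silenced, stably integrated CMV-driven GFP reporter were treated with compound for 30 hours at 37 C. After PBS washes, GFP-positive cells were counted by laser-scanning microplate cytometry.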
A350 autofl: qHTS Assay for Spectroscopic Profiling in A350 Spectral Region | AID 590, 2007 | Compound autofluorescence, 340/450 nm, Alexa 350 dye-equivalents; hits give high values | hit rate 11% among 59,000 | max dye-equivalent concentration, M; in the data active = max dye-equivalent concentration above about 10 nM; inconclusive = mostly about 1.1 nM to 9.6 nM
HBB splicing: qHTS Assay for Modulators of Hemoglobin Beta Chain Splicing. hit rate 0.06% among 65,000. HBB splicing reporter cell assay, activation; EGFP reporter with mutant IVS2-654 intron; response scale: normalised to 500 nM splice-correcting PNA. Potency, µM (doses to about 46.1 µM), for inactives: at the highest dose activation, actives largely listed as activators; also: potency is read from the fitted curve at half-maximal effect; 0% is about no effect
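HeLa cells stably expressing EGFP interrupted by mutant beta-globin intron 2 (IVS2-654), 500/well in 2% FCS. Treated with compound for 2 days at 37C. Splicing correction scored as total well GFP intensity (488 nm excitation, 500-520 nm emission); 500 nM antisense PNA served as control.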
Fluorescein autfl: qHTS Assay for Spectroscopic Profiling in Fluorescein Spectral Region; Compound autofluorescence, 480/540 nm, fluorescein-equivalent; hits give high values; hit rate 0.91% among 59,000; max fluorescein-equivalent concentration, M; in the data active = max fluorescein-equivalent concentration above about 10 nM; inconclusive = between about 1.1 nM and that limit
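Normalized response (dye-equivalent concentration) derives from comparing each well's 540 nm emission, under 480 nm excitation, with plate-resident fluorescein standards. Compounds were held in 100 mM Tris, pH 8.0, for 15 min at room temperature.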
4-MU autofl: qHTS Assay for Spectroscopic Profiling in 4-MU Spectral Region | compound autofluorescence, 340/450 nm, 4-MU equivalents; hits give high values | hit rate 11% among 59,000 | max dye-equivalent concentration, M; in the data active = max dye-equivalent concentration above about 10 nM; inconclusive = mostly about 1.1 nM to 9.6 nM
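Compounds in 100 mM Tris, pH 8.0, incubated 15 min at room temperature, then fluorescence read at 340 nm excitation/450 nm emission. Signal converted to 4-MU dye-equivalent concentration using an on-plate six-point 4-MU standard curve.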
CRE Fsk mod: Cell signaling CRE-BLA (Fsk stim); CHO CRE-bla reporter (cAMP response element driving beta-lactamase), forskolin EC10, beta-lactamase ratio; Potency, µM (titrated, usually from 38.2 µM), for the others: at the highest dose activity change, negative = inhibition, usual class: activators; hit rate 2.5% among 71,000; active = well fitted activation curve with a large enough effect in the signal ratio, with a control signal flat, not every such curve was filed as active; inconclusive = small, poorly fitted or top-dose-only effect, or effect the other way, or a change in a side signal; the % refers to the signal ratio; also: potency is read from the fitted curve at half-maximal effect; % of control where 0% means no effect
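CRE-bla CHO cells stimulated with EC10 NKH 477 (water-soluble forskolin) and compound titrations, 3 h at 37C; beta-lactamase read with CCF4 after 2 h at room temperature. Activity from 460/530 nm emission ratio, AC50 values for positive or negative modulation.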
UbGFP stabilizer: Ubiquitin-GFP Assay. 67,000 tested, under 10 active. Potency, µM (series often up to 45.9 µM), inactives show at the top dose activation (GFP accumulation), actives largely listed as activators. Ubiquitin-GFP reporter cells, proteasome inhibition, GFP fluorescence; response scale: untreated = 0%, 10 µM MG-132 = 100%; active = well fitted activation curve with a large enough effect, not every such curve was filed as active; inconclusive = small, poorly fitted or top-dose-only effect, or another doubt; inactive = no such curve, though single readings can be large or run the other way; also: potency is read from the fitted curve at half-maximal effect
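Proteasome block read as GFP accumulation: ubiquitin(G76V)-GFP U2OS cells exposed to compound (2.9 nM–46 uM) for 4 hr at 37 C. Normalization used untreated cells as 0% and 10 uM MG-132 as 100%; concentration-response curves fitted.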
Luciferase inh: qHTS Assay for Inhibitors of Firefly Luciferase. AID 411, 2009. Potency, µM (doses to about 57.1 µM), for the others: at the top dose activity change, negative = inhibition, hits mostly inhibitors. Luciferin 4-monooxygenase (Photinus pyralis), P08659. purified firefly luciferase, luminescence, 8 min. hit rate 2.2% among 72,000; also: potency is read from the fitted curve at half-maximal effect; % is scaled to controls: 0 for no effect and ±100 for the full control effect; nearly all actives have a fitted effect of over 40% in size
Target sequence (P08659 whole entry, looked up): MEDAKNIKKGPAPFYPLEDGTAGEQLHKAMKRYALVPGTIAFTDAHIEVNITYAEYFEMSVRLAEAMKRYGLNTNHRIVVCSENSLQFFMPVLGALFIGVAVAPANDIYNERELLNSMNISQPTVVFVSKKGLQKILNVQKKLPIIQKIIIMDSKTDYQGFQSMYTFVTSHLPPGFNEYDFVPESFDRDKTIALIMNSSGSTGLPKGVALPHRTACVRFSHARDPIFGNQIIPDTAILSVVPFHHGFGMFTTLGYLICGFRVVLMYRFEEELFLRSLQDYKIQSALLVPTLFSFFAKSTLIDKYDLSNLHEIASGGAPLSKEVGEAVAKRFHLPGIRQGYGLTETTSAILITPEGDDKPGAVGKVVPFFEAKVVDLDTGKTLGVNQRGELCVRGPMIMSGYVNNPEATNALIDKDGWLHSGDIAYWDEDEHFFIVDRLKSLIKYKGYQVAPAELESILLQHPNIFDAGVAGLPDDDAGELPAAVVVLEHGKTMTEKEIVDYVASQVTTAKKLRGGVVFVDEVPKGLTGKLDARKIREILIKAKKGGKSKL
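Luminescence read-out after 8 min at room temperature; enzyme reaction used luciferin plus 10 uM ATP (linear range) in imidazole buffer pH 7.2 with KCl, MgCl2, Tween 20 and BSA. Each sample was run as a titration.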
Texas Red fluor: qHTS Assay for Spectroscopic Profiling in Texas Red Spectral Region. AID 587, 2007. max dye-equivalent concentration, M. hit rate 0.06% among 59,000. Compound fluorescence, Texas Red channel, 547/618 nm; hits give high values; in the data active = max dye-equivalent concentration above about 10 nM; inconclusive = between about 1.1 nM and that limit
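Compound fluorescence was read after 15 min at room temperature in 100 mM Tris, pH 8.0, using 547 nm excitation and 618 nm emission across a concentration series. It was expressed as Texas Red dye-equivalent concentration from an on-plate standard curve.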
ERK AVP inh: qHTS Assay for Inhibitors of the ERK Signaling Pathway using a Homogeneous Screening Assay; hit rate 0.99% among 72,000; Potency, µM (series often up to 57.5 µM), for inactives: at the top dose activity, negative = inhibition, hits mostly inhibitors; HEK293-V1b, vasopressin-stimulated pERK AlphaScreen; also: potency is read from the fitted curve at half-maximal effect; % is scaled to controls: 0 for no effect and ±100 for the full control effect; nearly all actives have a fitted effect of over 55% in size
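HEK293 cells stably expressing V1b receptor, seeded overnight in 1% FBS, were treated with compounds for 30 min at 37C, then stimulated 5 min with 25 nM vasopressin; phospho-ERK read by AlphaScreen SureFire after lysis.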
Hsp90 Hop PPI: qHTS Assay for Disrupters of an Hsp90 Co-Chaperone Interaction; Hsp90 C-terminal peptide / TPR2A (Hop) interaction, human; AlphaScreen TPR2A-His6 binding biotin-Hsp90 C-terminal peptide; Potency, µM (series often up to 57 µM), inactives show at the top dose activity change, negative = inhibition; hit rate 0.44% among 71,000; active = well fitted curve in either direction with a large enough effect; inconclusive = small, poorly fitted or top-dose-only effect, or another doubt; also: potency is read from the fitted curve at half-maximal effect; % is scaled to controls: 0 for no effect and ±100 for the full control effect; many of its hits are not listed in these tables
* marks the source's active call; other numbers are inactive results; [ ] = dose if it differs, or a comment. Unless noted, calls follow the shape of the dose curve; as a rule, active = well fitted curve in the direction sought with a large enough effect; inconclusive = small, poorly fitted or top-dose-only effect, or another doubt; inactive = no such curve, though single readings can be large; an effect the other way counts as inactive or inconclusive. A portion of the library; rates above refer to the full screens.

O=C(O)C1C2C=CC(O2)C1C(=O)NCCC1=CCCCC1 (stereo unspecified) was read as Epigenetic mod 0%, A350 autofl inactive, HBB splicing -0.3%, Fluorescein autfl inconclusive, 4-MU autofl inactive, CRE Fsk mod -7%, UbGFP stabilizer 8%, Luciferase inh 2%, Texas Red fluor inactive, ERK AVP inh -2% and Hsp90 Hop PPI -1%.
Screening CCCCOC(=O)C1[C@H]2C(=O)N(CCc3ccccc3)C[C@]23C=C[C@H]1O3 (stereo partly specified) returned Epigenetic mod 2%, A350 autofl inactive, HBB splicing -0.3%[57.5 µM], Fluorescein autfl inconclusive, 4-MU autofl inactive, CRE Fsk mod -1%, UbGFP stabilizer 2%, Luciferase inh 3%, Texas Red fluor inactive, ERK AVP inh -6% and Hsp90 Hop PPI 2%.
Screening CCOC(=O)c1ccc(CSc2n[nH]c(C)n2)o1 returned Epigenetic mod -2%, HBB splicing -1.8%, CRE Fsk mod 1%, UbGFP stabilizer 0%, Luciferase inh 0%, ERK AVP inh -12% and Hsp90 Hop PPI -2%.
`O=C(Nc1ccc(-c2nc3ccccc3o2)cc1)C1CCCO1` (stereo unspecified) gave Epigenetic mod -3%, A350 autofl inactive, HBB splicing 0.4%, Fluorescein autfl inactive, 4-MU autofl inactive, CRE Fsk mod 7%, UbGFP stabilizer -9%, Luciferase inh 5µM*, Texas Red fluor inactive, ERK AVP inh -29% and Hsp90 Hop PPI -1%.
`CCCS(=O)(=O)N1CCN(c2ccccn2)CC1` gave Epigenetic mod 0%, A350 autofl inactive, HBB splicing -0.5%, Fluorescein autfl inconclusive, 4-MU autofl inactive, CRE Fsk mod 1%, UbGFP stabilizer -5%, Luciferase inh -2%, Texas Red fluor inactive, ERK AVP inh -12% and Hsp90 Hop PPI 0%.
For O=C(c1ccco1)N1CCN(C(=O)c2cc(-c3ccccn3)nc3ccccc23)CC1 the results were Epigenetic mod 1%, A350 autofl inactive, HBB splicing -0.4%, Fluorescein autfl inconclusive, 4-MU autofl inactive, CRE Fsk mod inconclusive, UbGFP stabilizer -3%, Luciferase inh -5%, Texas Red fluor inactive, ERK AVP inh -10% and Hsp90 Hop PPI -1%.
For O=C(CCC1COc2ccccc2O1)Nc1ccc(Cl)cn1 (stereo unspecified) the results were Epigenetic mod 2%, A350 autofl inactive, HBB splicing inconclusive, Fluorescein autfl inactive, 4-MU autofl inactive, CRE Fsk mod inconclusive, UbGFP stabilizer 3%, Luciferase inh -2%, Texas Red fluor inactive, ERK AVP inh -23% and Hsp90 Hop PPI 4%.
Screening CCn1c(=O)c(C(=O)NCc2cccnc2)c(O)c2ccccc21 returned Epigenetic mod 0%, A350 autofl inactive, HBB splicing -0.4%[57.5 µM], Fluorescein autfl inactive, 4-MU autofl inactive, CRE Fsk mod 2.5µM*, UbGFP stabilizer -4%, Luciferase inh -11%, Texas Red fluor inactive, ERK AVP inh -22% and Hsp90 Hop PPI -2%.
Screening CCC(=O)Nc1ccc(NC(=O)c2c(C)nc3ccccn23)cc1 returned Epigenetic mod -2%, A350 autofl inactive, HBB splicing 1.5%, Fluorescein autfl inconclusive, 4-MU autofl inactive, CRE Fsk mod inconclusive, UbGFP stabilizer -1%, Luciferase inh -3%, Texas Red fluor inconclusive, ERK AVP inh -1% and Hsp90 Hop PPI -3%.
`Cc1cc(=O)[nH]c(SCc2nc3ccccc3n2Cc2ccccc2)n1` gave Epigenetic mod -3%, A350 autofl inconclusive, HBB splicing -0.2%, Fluorescein autfl inactive, 4-MU autofl inconclusive, CRE Fsk mod inconclusive, UbGFP stabilizer -12%, Luciferase inh 2%, Texas Red fluor inactive, ERK AVP inh -3% and Hsp90 Hop PPI -3%.
`COc1ncc2nc(-c3cc(F)cc(F)c3)c(=O)n(-c3ccccc3)c2n1` gave Epigenetic mod 16%[9.22 µM], A350 autofl inconclusive, HBB splicing 2.1%, Fluorescein autfl inactive, 4-MU autofl inconclusive, CRE Fsk mod inconclusive, UbGFP stabilizer 0%, Luciferase inh -1%[11.4 µM], Texas Red fluor inactive, ERK AVP inh -24% and Hsp90 Hop PPI -5%.
`C=CCn1cnc2c(c1=O)c1nc3ccccc3nc1n2/N=C/c1cc(OC)c(OC)c(OC)c1` gave Epigenetic mod 15%, A350 autofl inactive, HBB splicing 1.1%[57.5 µM], Fluorescein autfl inactive, 4-MU autofl inactive, CRE Fsk mod 1.6µM*, UbGFP stabilizer -2%, Luciferase inh -1%, Texas Red fluor inconclusive, ERK AVP inh -15% and Hsp90 Hop PPI -8%.
For C=CCc1cccc(CNc2nc3ccccc3n2CC)c1O the results were Epigenetic mod 2%, A350 autofl inactive, Fluorescein autfl inconclusive, 4-MU autofl inactive, CRE Fsk mod -12%, UbGFP stabilizer -3%, Luciferase inh 0%, Texas Red fluor inactive, ERK AVP inh -13% and Hsp90 Hop PPI 4%.
For CCS(=O)(=O)N1CCC(C(=O)NC2CCCCC2)CC1 the results were Epigenetic mod 1%, A350 autofl inactive, HBB splicing -0.4%, Fluorescein autfl inactive, 4-MU autofl inactive, CRE Fsk mod inconclusive, UbGFP stabilizer -2%, Luciferase inh 0%, Texas Red fluor inactive, ERK AVP inh 17% and Hsp90 Hop PPI 9%.
For CCCCNC(=O)c1ccccc1NS(=O)(=O)c1ccc2c(c1)OCCO2 the results were Epigenetic mod 3%, A350 autofl inactive, HBB splicing 4.1%, Fluorescein autfl inactive, 4-MU autofl inactive, CRE Fsk mod -2%, UbGFP stabilizer -3%, Luciferase inh 3%, Texas Red fluor inactive, ERK AVP inh inconclusive and Hsp90 Hop PPI 1%.
Cc1cc(Cl)c(S(=O)(=O)NCCC(=O)O)cc1OCC(N)=O was read as Epigenetic mod -2%, A350 autofl inactive, HBB splicing 0.0%, Fluorescein autfl inconclusive, 4-MU autofl inactive, CRE Fsk mod 1%, UbGFP stabilizer -1%, Luciferase inh 2%, Texas Red fluor inactive, ERK AVP inh 11% and Hsp90 Hop PPI -3%.
Screening Cc1ccc(CN2CC(C(=O)Nc3ccc(S(=O)(=O)Nc4cc(C)nc(C)n4)cc3)CC2=O)cc1 (stereo unspecified) returned Epigenetic mod -2%, A350 autofl inactive, HBB splicing -2.4%, Fluorescein autfl inactive, 4-MU autofl inactive, CRE Fsk mod -11%, UbGFP stabilizer 5%, Luciferase inh 5%, Texas Red fluor inactive, ERK AVP inh -13% and Hsp90 Hop PPI -10%.
Screening O=C1NC2(CCCC2)N=C1c1ccc(Cl)cc1 returned Epigenetic mod 2%, A350 autofl inactive, HBB splicing -0.3%, Fluorescein autfl inactive, 4-MU autofl inactive, CRE Fsk mod 12%, UbGFP stabilizer -7%, Luciferase inh -1%, Texas Red fluor inactive, ERK AVP inh -2% and Hsp90 Hop PPI 2%.
For CCOC(=O)COc1ccc(C(=O)NC2CCCCC2)cc1 the results were Epigenetic mod 3%, A350 autofl inconclusive, HBB splicing 7.1%, Fluorescein autfl inactive, 4-MU autofl inactive, CRE Fsk mod -7%, UbGFP stabilizer -4%, Luciferase inh -1%, Texas Red fluor inactive, ERK AVP inh -6% and Hsp90 Hop PPI -2%.
O=c1oc2ccccc2cc1-c1nc2ccccc2o1 was read as Epigenetic mod 0%, A350 autofl 1.2e-05M*, HBB splicing -0.8%, Fluorescein autfl inconclusive, 4-MU autofl 1.2e-05M*, CRE Fsk mod inconclusive, UbGFP stabilizer -8%, Luciferase inh 16µM*, Texas Red fluor inactive, ERK AVP inh 26% and Hsp90 Hop PPI 6%.
For Cc1ccc2c(c1)nnn2C1CCN(C(=O)c2cccs2)CC1 the results were Epigenetic mod 1%, A350 autofl inactive, Fluorescein autfl inactive, 4-MU autofl inactive, CRE Fsk mod 5%, UbGFP stabilizer -6%, Luciferase inh 5%, Texas Red fluor inactive, ERK AVP inh 2% and Hsp90 Hop PPI -3%.
Screening COC(=O)c1ccc(NC(=O)Cn2nc(SC)n(N)c2=S)cc1 returned Epigenetic mod 1%, A350 autofl inactive, HBB splicing 0.8%, Fluorescein autfl inactive, 4-MU autofl inactive, CRE Fsk mod -10%, UbGFP stabilizer 3%, Luciferase inh 1%, Texas Red fluor inactive, ERK AVP inh 48%[activator] and Hsp90 Hop PPI inconclusive.
